# Bioassay records (PubChem)
# E-sel TNF inh – blocks E-selectin expression induced by TNF alpha | HUVEC TNFa-induced E-selectin immunofluorescence, high content | inhibition, % at 2 µM | 120,000 tested, 0.71% active;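 active = inhibition above the batch mean plus 3 SD, and confirmed as a hit on visual image review, cut at about 43% in these data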;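 also: 0% = TNF-stimulated DMSO wells and 100% = unstimulated control wells; not every result past the cut was called active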
# * marks the source's active call; other numbers are inactive results. A portion of the library; rates above refer to the full screens.
SMILES,E-sel TNF inh
NNC(=O)CN1C(CN2CCOCC2)=Nc2ccc(Br)cc2C1c1ccccc1 (centres undefined),-17.4
COC(=O)Nc1ccc(S(=O)(=O)Nc2ncccn2)cc1,-18.6
COc1ccc(N2CCN(C(CNC(=O)C(=O)NCc3ccc4c(c3)OCO4)c3ccco3)CC2)cc1 (centres undefined),44.3
O=C(C1CCC(Cn2c(=S)[nH]c3ccccc3c2=O)CC1)N1CCN(c2ccccn2)CC1 (centres undefined),-35.6
CCN(CC)CC#CC(OC)(c1ccccc1)c1ccccc1,-6.9
COCCn1c(SCc2nc3ccccc3c(=O)[nH]2)nc2ccccc2c1=O,-8.3
CCN(CC)CCN(C)C(=O)CCc1nnc(-c2ccc(C)s2)o1,1.8
O=C(Nc1ccc(N2CCOCC2)nc1)c1cccs1,-24.4
CCC(CO)n1c(=S)[nH]c2cc(OC)c(OC)cc2c1=O (centres undefined),-15.2
Cn1c(Cc2ccc3c(c2)OCO3)nnc1SCC(=O)NC1CCCC1,20.5
COc1cc(S(=O)(=O)N2CCN(C(=O)c3ccccc3)CC2)c(OC)cc1Br,-23.4
CN(C(=O)CSc1nnc(-c2ccncc2)n1Cc1ccccc1)C1CCS(=O)(=O)C1 (centres undefined),-3.6
O=C(Nc1nc(-c2cccnc2)cs1)c1cccc([N+](=O)[O-])c1,16.7
CCOc1cc(/C=N/NC(=O)C(=O)NCc2cccnc2)ccc1O,23.0
COCCNC(=O)c1ccc(-n2c(SCc3cccnc3)nc3ccccc3c2=O)cc1,20.9
Cc1cc(C=NCCO)c(C)n1-c1cc(Cl)ccc1Cl,8.6
CCCCNC(C(=O)Nc1cccc(S(=O)(=O)N2CCOCC2)c1)c1ccccc1 (centres undefined),50.3
Cc1ccc(C(=O)Nc2ccc3c(c2)OCO3)cc1NC(=O)c1ccco1,-27.6
COc1cc(C2NC(=S)NC(c3ccccc3)=C2C(C)=O)cc(Br)c1OCC(N)=O (centres undefined),-63.8
CC(C)OC(=O)C1CC(C)(O)C(=O)C(C(=O)OC(C)C)C1c1ccc([N+](=O)[O-])cc1 (centres undefined),8.4
O=C(NNC(=O)c1sccc1-n1cccc1)c1ccc(F)cc1,-28.9
CC1(C(=O)Nc2cccc(C(F)(F)F)c2)CO1 (centres undefined),7.2
CC(C)c1ccc(Nc2nc(CC(=O)O)cs2)cc1,8.6
COc1cccc(C(C(=O)NC2CCCCC2)N(C(=O)c2ccccn2)c2cccnc2)c1 (centres undefined),18.3
O=C(N/N=C\c1cccs1)c1ccccc1-n1cccc1,-16.6

# (continued)
SMILES,E-sel TNF inh
O=C(CSc1nc2ncc(Cl)cc2[nH]1)N(Cc1ccccc1)C1CCS(=O)(=O)C1 (centres undefined),-31.2
CN(C)C(/C=C/Nc1cccc([N+](=O)[O-])c1)=C(C#N)C#N,-10.3
COc1cccc(CCc2nnc(CCC(=O)NCCc3cccc(C)n3)o2)c1,6.8
O=C1CCN(S(=O)(=O)c2ccc(Br)cc2)CCN1,-0.5
CCN(C(=O)c1cccs1)c1nc(-c2ccc(OC)cc2)cs1,17.9
CC(C)CNC(=O)COC(=O)c1ccc(Cl)c(S(=O)(=O)N2CCc3ccccc32)c1,11.4
COCCn1c(C)cc(C(=O)COc2ncnc3ccc(Br)cc23)c1C,-8.7
CCc1nc2ccccc2n1CC(=O)N1CCN(Cc2ccccc2)CC1,-52.4
CC(C)c1cc(NC(=O)c2ccccc2)cc(C(C)C)c1O,-0.6
O=C(O)CSc1nnc(COc2cccc3ccccc23)n1Cc1ccccc1,-27.0
COc1ccc(C2CC(=O)c3cnn(-c4nc(C)cc(C)n4)c3C2)cc1 (centres undefined),-0.5
COC(=O)Cc1[nH]n(-c2nc3ccccc3s2)c(=O)c1C(C)=Nc1ccc(C)cc1,13.0
Cc1ccc(C)c(NCc2n[nH]c(=S)n2-c2ccccc2)c1,-24.2
O=[N+]([O-])c1cc(/C=N/NC(=S)Nc2ccccc2Cl)ccc1Cl,-23.6
N#Cc1c[nH]n2c(=O)c3c(nc12)CCC3,-6.3
COc1ccc(/C=N/NC(=O)C(C)Sc2ccccn2)cc1[N+](=O)[O-] (centres undefined),-20.4
CCn1cc(-c2csc(N)n2)c(C)n1,-8.0
OCCC1CN(Cc2cnc(-c3ccccc3)s2)CCN1C1CCCCC1 (centres undefined),2.3
N#CCCN(C(=O)COC(=O)c1ccc2c(=O)n3c(nc2c1)CCC3)c1ccccc1,-37.1
COC(=O)C1C(=O)C2=C(CC1C)Nc1ccccc1NC2c1cccs1 (centres undefined),-23.8
CC(C)(C)NC(=O)COC(=O)c1ccc(NC(=O)CC#N)cc1,11.9
Cc1ccnc(NC(=O)Nc2ccc3c(c2)OCO3)c1,13.9
COCCNc1nc(-c2ccccc2)nc2ccccc12,-0.6
COc1ccc(C)cc1S(=O)(=O)N1CC(C)OC(C)C1 (centres undefined),-12.2
COc1ccc(N(C)S(=O)(=O)c2cccc3nsnc23)cc1,-5.6

# Following part.
SMILES,E-sel TNF inh
Cc1ccn2c(NC3CCCC3)c(-c3ccncc3)nc2c1,-6.4
CN(CCC#N)C(=O)COC(=O)/C=C/c1ccc2c(c1)OCO2,-2.3
CCN(c1ccccc1)S(=O)(=O)c1ccc(C(=O)Nc2nnc(C3CC3)o2)cc1,3.0
COc1cc(NC2c3ncccc3C(=O)N2Cc2ccco2)cc(OC)c1OC (centres undefined),-7.2
Cc1cc(=O)oc2cc(OC(=O)c3ccccc3)ccc12,-17.8
Cn1c(NC(=O)/C=C\c2ccccc2)cc(=O)n(C)c1=O,-20.4
CCCCCCNC1=NCCS1,-7.4
Cc1nc(NC(=O)/C=C/c2ccccc2)sc1C(=O)N1CCCCC1,-9.9
O=C(CN1CCOCC1)N/N=C/c1ccco1,-6.7
CC1CCCCC1NC(=O)CN1C(=O)c2cccc(N)c2C1=O (centres undefined),21.7
CCOC(=O)C(Cc1ccc(OC)c([N+](=O)[O-])c1)NC(=O)CCC(=O)Nc1ccc(OC)cc1 (centres undefined),-20.4
CC(C)[C@H](NC(=O)c1ccco1)C(=O)OCC(=O)c1ccc2c(c1)NC(=O)CO2,7.5
CCN(CCn1cccn1)C(=O)CCc1nnc(C2(c3ccc(Cl)cc3)CCC2)o1,-8.6
CC1(c2ccc3noc(-c4cccc(F)c4)c3c2)OCCO1,-18.9
CCN1CCc2c(OCc3ccc(C)cc3)cccc2C1=O,-13.1
O=C(CN1C(=O)NC2NC(=O)NC21)N/N=C/c1ccc(F)cc1 (centres undefined),-10.3
COc1ccc(Br)cc1CN(C)CC(=O)Nc1cccc(S(N)(=O)=O)c1,4.9
CCOc1ccc(-c2nnc3ccc(SCC(=O)Nc4cc(C)on4)nn23)cc1,-5.1
CCC(C)(C)NC(=O)CN(C(=O)CCC(=O)Nc1cc(C)ccn1)c1ccc2c(c1)OCCO2,-13.4
CN(Cc1ccccn1)Cc1cn(Cc2ccccc2)nc1-c1ccc2c(c1)OCO2,22.7
Cc1cc(F)ccc1S(=O)(=O)Nc1ncnc2sccc12,35.3
COc1cccc(CNC(=O)C2CCC(CNc3nc(=S)[nH]c4ccccc34)CC2)c1 (centres undefined),-6.7
CC(=O)c1ccc(N2CCN(C(=O)Cn3c(=S)[nH]c4ncccc4c3=O)CC2)cc1,-37.7
COc1ccc(CNC(=O)C2CCCN2S(=O)(=O)c2ccc(F)cc2)cc1 (centres undefined),-14.8
Cc1nc(CNS(=O)(=O)c2cccs2)cs1,-17.2

# A stretch from further up:
SMILES,E-sel TNF inh
Cc1ccn2c(NC3CCCC3)c(-c3ccncc3)nc2c1,-6.4
CN(CCC#N)C(=O)COC(=O)/C=C/c1ccc2c(c1)OCO2,-2.3
CCN(c1ccccc1)S(=O)(=O)c1ccc(C(=O)Nc2nnc(C3CC3)o2)cc1,3.0

# Filtered by structure: those above containing a furan ring, fused or not
SMILES,E-sel TNF inh
COc1ccc(N2CCN(C(CNC(=O)C(=O)NCc3ccc4c(c3)OCO4)c3ccco3)CC2)cc1 (centres undefined),44.3
Cc1ccc(C(=O)Nc2ccc3c(c2)OCO3)cc1NC(=O)c1ccco1,-27.6
COc1cc(NC2c3ncccc3C(=O)N2Cc2ccco2)cc(OC)c1OC (centres undefined),-7.2
O=C(CN1CCOCC1)N/N=C/c1ccco1,-6.7
CC(C)[C@H](NC(=O)c1ccco1)C(=O)OCC(=O)c1ccc2c(c1)NC(=O)CO2,7.5

# (more compounds)
SMILES,E-sel TNF inh
CN(C)CC1CCCCC1OC(=O)c1ccc(Br)cc1 (centres undefined),5.8
CCC1=NN2C(=N)/C(=C\c3cccn3-c3c(C)cccc3C)C(=O)N=C2S1,43.7
COc1ccc(-c2nc(CN(CC3CCC(=O)N3)C(C)C)c(C)o2)c(C)c1C (centres undefined),6.1
CCc1cccc(NS(=O)(=O)c2ccc3c(c2)CCC(=O)N3)c1,12.4
Cc1ccccc1-c1nnc(SCCC(=O)N2CCOCC2)o1,0.4
O=C(Cc1ccccc1)NNS(=O)(=O)c1ccc(F)cc1,-13.5
CC/C(O)=C1\C(=O)CCCC1=NCCc1nc2ccccc2[nH]1,-38.3
COC(=O)CSc1ccsc1C(=O)O,16.6
CC(C)N1CCN(CC#Cc2ccccc2)CC1CCO (centres undefined),-26.4
O=[N+]([O-])c1ccccc1S(=O)(=O)N1CCN(CC2CC3C=CC2C3)CC1 (centres undefined),19.1
Cc1cc(C)n2nc(SCC(=O)Nc3ccccc3)nc2n1,5.8
CCCCN(C)CCCNC(=O)/C=C1\Sc2ccccc2NC1=O,-6.4
CC(C)(C)C(=O)Nc1ccc(N=Nc2ccccc2)cc1,-7.9
COc1ccc(NC(=O)CSc2nnc(-c3ccccc3F)n2C2CC2)cc1S(N)(=O)=O,0.1
COc1cccc(OCC(=O)NNC(=O)CCc2ccccc2)c1,-39.7
Cc1ncoc1C(=O)N1CCCC(C(=O)c2cccc(OC(C)C)c2)C1 (centres undefined),-1.4
COCCN(Cc1cc2ccc(C)c(C)c2nc1Cl)C(=O)N1CCOCC1,-34.5
COc1ccc(CCNC(=O)CN2C(=O)c3cccc4cccc(c34)C2=O)cc1OC,-13.9
COCCNC(=O)/C(C#N)=C/c1cc(C)n(C2CCCCC2)c1C,12.7
O=C(NC1CCCCC1)N1CCc2ccccc2C1,0.3
N#CCC(=O)N/N=C/c1cc([N+](=O)[O-])ccc1N1CCCC1,-12.1
O=C(Nc1nnc(-c2ccncc2)o1)c1ccccc1,-12.9
Cc1cccc(-n2cnc(C(=O)O)c2)n1,-31.2
CC(=O)c1ccc(S(=O)(=O)Nc2ccc(C(=O)NCC(c3ccccc3)N(C)C)cc2)cc1 (centres undefined),-22.0
O=C(Nc1ccccc1O)c1nc(Cl)ccc1Cl,-0.6

# Three entries picked at random from those above, as already listed:
SMILES,E-sel TNF inh
O=C(Nc1ccc(N2CCOCC2)nc1)c1cccs1,-24.4
COC(=O)CSc1ccsc1C(=O)O,16.6
COc1cccc(CCc2nnc(CCC(=O)NCCc3cccc(C)n3)o2)c1,6.8

# Next results.
SMILES,E-sel TNF inh
Cc1ccc(C(=O)OCc2c(C)noc2C)cc1NC(=O)c1ccco1,-21.2
Cc1cccc(NC(=S)NC(=O)/C=C/c2ccco2)c1,3.8
CCOCCCNC(=S)N1CCCN(c2nc3c(C)c(C)ccc3cc2C#N)CC1,-6.3
O=C1CC(c2ccccc2Br)c2cc3c(cc2N1)CCC3 (centres undefined),-1.6
O=C(NCCc1ccccc1)C(=O)Nc1ccc([N+](=O)[O-])cc1,-12.2
O=C(NNS(=O)(=O)c1ccc(F)cc1)c1cnccn1,2.8
CCC(=O)NCC(c1ccco1)N1CCN(c2ccc(OC)cc2)CC1 (centres undefined),39.3
CS(=O)(=O)N(Cc1ccc(C(=O)NC2CCCC2)cc1)c1ccccc1,14.3
O=C(O)c1ccccc1C(=O)NCCc1ccc(Cl)cc1,-15.5
NS(=O)(=O)c1ccc(CCNC(=O)c2cccc([N+](=O)[O-])c2)cc1,-24.9
Oc1c(C(c2ccccn2)N2CCC(Cc3ccccc3)CC2)cc(Cl)c2cccnc12 (centres undefined),-11.7
CCN(CC(=O)NCc1ccc(Cl)cc1)Cc1cc(=O)n2ccsc2n1,0.8
Fc1ccc2c(c1)/C(=N/Nc1ccccn1)CCS2,23.9
Cc1ccc(S(=O)(=O)c2nc(C)oc2N2CCOCC2)cc1,-3.6
O=C(c1ccncc1)N1c2ccccc2Sc2ccccc21,-23.4
N#CCCN1CCN(C2=NC(=O)/C(=C\c3cccs3)S2)CC1,1.0
Cn1ccc(C(=O)OCC(=O)Nc2cccc3ccccc23)n1,-13.2
O=C(CSc1ccc(-c2ccccn2)nn1)c1ccc(F)cc1,-33.8
C/C(N)=C(/C#N)C(=O)COC(=O)CCCNC(=O)c1ccc(Cl)cc1,14.7
O=C(Nc1nc(-c2ccccn2)cs1)c1ccco1,-31.4
Cc1cccc(OCC(=O)N/N=C2/SCC(=O)N2Cc2ccco2)c1,-28.6
CC(C)C(NC(N)=O)C(=O)NC1CCCCC1 (centres undefined),-91.6
O=C(CCc1ccc(S(=O)(=O)N2CCOCC2)cc1)N/N=C/c1ccc(F)cc1F,-4.5
CC1CCCN(c2ccc(F)cc2N)C1 (centres undefined),-9.5
COc1ccc(-c2csc(-c3[nH]cnc3N)n2)cc1,1.2

# Next results
SMILES,E-sel TNF inh
CCO/N=C1\C(=O)N(c2ccccc2)c2ccccc21,3.1
COc1ccc(OCc2n[nH]c(=S)n2N)cc1,0.2
O=C(O)c1cn(Cc2cccnc2)c(=O)c2ccccc12,-15.5
CC1SC(C)C(=O)N(CC(=O)NC2CCCCC2)C1=O (centres undefined),-13.5
COc1cccc(/C=C/C(=O)OCC(=O)Nc2ccc(Cl)c(S(=O)(=O)N(C)C)c2)c1OC,6.5
N#Cc1c(N2C(=O)Nc3ccccc3N2O)sc2c1CCCC2,-2.8
CCOc1ccc(N(Cc2ccccc2F)C2=NC3CS(=O)(=O)CC3S2)cc1 (centres undefined),8.9
CCCNc1ccc(C(=O)OCC)cc1[N+](=O)[O-],6.5
Cc1cc(=O)[nH]c(NCCO)n1,-6.2
CCN1CC(CN(C)Cc2cn(-c3ccc(C)cc3)nc2-c2cccc(C)c2)CC1=O (centres undefined),-18.5
Nc1nonc1-c1nc2ccccc2n1CC(=O)N/N=C/c1ccc(-c2cccc(C(=O)O)c2)o1,-14.4
Cc1cc(/C=C2/NC(=O)NC2=O)c(C)n1-c1ccc(C#N)cc1,-11.6
CC(=O)c1cccc(NC(=S)NCc2ccco2)c1,-21.6
NC(=O)c1cc([N+](=O)[O-])ccc1NCc1cccnc1,-4.2
